High-throughput results (PubChem BioAssay)
ATXN viability – reduces viability in counter-screen for ATXN expression inhibitors | S2 cells (HEK-293 line with an ATXN2-luciferase reporter) viability, CellTiter-Fluor protease fluorescence, 24 h | 400,000 compounds, 0.49% hits | Potency, µM (titrated, usually from 56.7 µM), actives largely listed as cytotoxic; also: potency is read from the fitted curve at half-maximal effect; nearly all actives have a fitted effect of over 40% in size
IL1B secr inh – blocks inflammasome-driven IL-1 beta release; THP-1 LPS/ATP IL-1B secretion, AlphaLISA, 16 h; hits give low values; activity change, % at 57.5 µM; 360,000 compounds, 4.7% hits; AID 743279; in the data active = activity change below about -50%; inconclusive = mostly about -30% to -49%; also: % is scaled to controls: 0 for no effect and ±100 for the full control effect
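THP-1 cells pretreated 1 hr with compounds (up to 57.5 uM final), then stimulated with LPS (250 ng/mL final) plus ATP (1.25 mM final); secreted IL-1B measured by AlphaLISA after 16 hr, decreased signal indicating inhibition.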
KB-V1 MDR tox – kills drug-selected multidrug resistant KB-V1 cells | Potency, µM (doses to about 46.1 µM), for inactives: at the top dose activity change, negative = cytotoxicity, most hits filed as cytotoxic | KB-V1 MDR cells viability, CellTiter-Glo, 72 h | 400,000 compounds, 3.4% hits; also: potency is read from the fitted curve at half-maximal effect; % is scaled to controls: 0 for no effect and ±100 for the full control effect; nearly all actives have a fitted effect of over 60% in size
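KB-V1 cells (P-gp-expressing MDR subline of KB-3-1) in phenol-red-free DMEM with 10% FBS were exposed to library compounds over a concentration series for 72 h at 37 degrees C. Viability read by CellTiter-Glo luminescence; concentration-effect curves fitted after normalization.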
ATXN2 expr inh – ATXN2 expression inhibition; HEK-293 ATXN2-luciferase reporter, luminescence, 24 h; Potency, µM (doses to about 57 µM), without a hit: at the highest dose activity change, negative = inhibition, actives largely listed as inhibitors; 360,000 compounds, 0.72% hits; also: potency is read from the fitted curve at half-maximal effect; % is scaled to controls: 0 for no effect and ±100 for the full control effect; nearly all actives have a fitted effect of over 55% in size
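qHTS (up to 57 uM final) was run with 24 h compound exposure of reporter cells at 37 °C. Each well was multiplexed: SteadyGlo luminescence measured ATXN2-luciferase expression after a fluorogenic Gly-Phe-AFC viability readout (25 uM final).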
HT1080 IDH1KD tx – toxicity to HT-1080 IDH1 knockdown cells (counter line) | HT-1080 IDH1 knockdown viability, ATP luminescence, 48 h | Potency, µM (top dose mostly 46.1 µM), for the others: at the top dose activity, negative = toxicity, most hits filed as cytotoxic | 360,000 compounds, 2% hits | AID 686971;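 also: potency is read from the fitted curve at half-maximal effect; 0% = DMSO wells and -100% = cell-free medium wells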
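Assay cells: HT-1080 with IDH1 knockdown, 750 per well, RPMI/5% FBS. Exposure: 48 h at 37 °C following 2 h pre-incubation. Read: CellTiter-Glo luminescence; fitted concentration-response, curve class assigned.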
SW480 rereplic – inducers of DNA re-replication in SW480 colon cancer cells. SW480 DNA re-replication, Hoechst DNA content imaging, 48 h. Potency, µM (top dose mostly 46.1 µM), without a hit: at the highest dose re-replication activation, actives largely listed as activators. 340,000 compounds, 1.8% hits. AID 624297; also: potency is read from the fitted curve at half-maximal effect; % of control where 0% means no effect; nearly all actives have a fitted effect of over 55% in size
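DNA re-replication was detected as more nuclei of elevated Hoechst intensity after 48 hr exposure to compound (23 nL pinned per well of 250 cells).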
HT1080NT lethal – kills 2HG-producing HT-1080-NT fibrosarcoma cells; HT-1080-NT fibrosarcoma viability, CellTiter-Glo ATP luminescence, 48 h; Potency, µM (doses to about 46.1 µM), without a hit: at the highest dose activity, negative = less viability, actives largely listed as cytotoxic; 360,000 compounds, 1.6% hits; AID 686970;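 also: NT is the 2HG producing partner of a matched IDH1 knockdown line; potency is read from the fitted curve at half-maximal effect; 0% = DMSO-treated cells and -100% = media-only wells without cells; nearly all actives have a fitted effect of over 55% in size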
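A 48-hour cytotoxicity screen used HT-1080-NT cells plated 2 hours before compound delivery. ATP-based CellTiter-Glo luminescence measured viability, normalized to DMSO and no-cell controls.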
KB-3-1 cytotox – kills parental KB-3-1 adenocarcinoma cells. 400,000 compounds, 1.4% hits. Potency, µM (series often up to 46.1 µM), for inactives: top-dose activity change, negative = cytotoxic, hits mostly cytotoxic. KB-3-1 viability, CellTiter-Glo ATP luminescence, 72 h; also: potency is read from the fitted curve at half-maximal effect; % is scaled to controls: 0 for no effect and ±100 for the full control effect; nearly all actives have a fitted effect of over 60% in size
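Cells are dispensed, compounds pinned in, plates held at 37 °C for 72 h, then CellTiter-Glo is added and luminescence read after 10 minutes. Cell line: parental KB-3-1 in phenol-red-free DMEM, 10% FBS.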
MCF10A rereplic – DNA re-replication induction in MCF 10a cells | MCF 10A DNA re-replication, Hoechst nuclear intensity, 48 h | Potency, µM (doses to about 46.1 µM), without a hit: top-dose activity, positive = re-replication, actives largely listed as activators | 350,000 compounds, 2.9% hits | AID 624296; also: potency is read from the fitted curve at half-maximal effect; % of control where 0% means no effect; nearly all actives have a fitted effect of over 50% in size
Active calls of the source: *; i = inactive; ? = inconclusive; nt = no result given; [ ] = dose if it differs, or a comment. Unless noted, calls follow the shape of the dose curve; as a rule, active = well fitted curve in the direction sought with a large enough effect; inconclusive = small, poorly fitted or top-dose-only effect, or another doubt; inactive = no such curve, though single readings can be large; an effect the other way counts as inactive or inconclusive. The order is random; overall some 11% were active at least once.

Start of the listing, in advance:
Structure	ATXN viability	IL1B secr inh	KB-V1 MDR tox	ATXN2 expr inh	HT1080 IDH1KD tx	SW480 rereplic	HT1080NT lethal	KB-3-1 cytotox	MCF10A rereplic
OC(COc1ccccc1)CN1CCOCC1 (configuration not stated)	i	14.3	3.7%	4.9%	15.0%	5.6%	5.8%	9.2%	-5.1%
COC(=O)C1CSC(c2ccc(Cl)cc2)N1C(=O)c1ccccc1 (configuration not stated)	?	53.3	-1.1%	nt	0.4%	-2.5%	-8.2%	6.7%	27.5%
Cc1nc[nH]c(=O)c1Br	i	2.6	?	-22.1%	11.8%	-0.2%	18.6%	0.1%	-1.0%
COc1cccc(C(O)CC(N)=O)c1 (configuration not stated)	i	0.3	2.4%	8.4%	11.4%	-3.5%	15.5%	-4.3%	?

The listing, previewed entries included:
Structure	ATXN viability	IL1B secr inh	KB-V1 MDR tox	ATXN2 expr inh	HT1080 IDH1KD tx	SW480 rereplic	HT1080NT lethal	KB-3-1 cytotox	MCF10A rereplic
OC(COc1ccccc1)CN1CCOCC1 (configuration not stated)	i	14.3	3.7%	4.9%	15.0%	5.6%	5.8%	9.2%	-5.1%
COC(=O)C1CSC(c2ccc(Cl)cc2)N1C(=O)c1ccccc1 (configuration not stated)	?	53.3	-1.1%	nt	0.4%	-2.5%	-8.2%	6.7%	27.5%
Cc1nc[nH]c(=O)c1Br	i	2.6	?	-22.1%	11.8%	-0.2%	18.6%	0.1%	-1.0%
COc1cccc(C(O)CC(N)=O)c1 (configuration not stated)	i	0.3	2.4%	8.4%	11.4%	-3.5%	15.5%	-4.3%	?
O=C1CC(c2cccc([N+](=O)[O-])c2)c2cc3c(cc2N1)CCC3 (configuration not stated)	?	52.8	?	?	?	?	?	?	?
O=C1CSC(=Nc2cccc([N+](=O)[O-])c2)N1	i	11.7	-5.5%	nt	-2.1%	-5.3%	-6.9%	-1.4%	0.6%
Cc1ccc(-c2ccc3c(c2)O[C@H](CN(C)C(=O)Nc2ccc(C(F)(F)F)cc2)[C@H](C)CN([C@H](C)CO)S3(=O)=O)cc1	?	?	?	0.0%	?	nt	?	?	nt
Cc1nc(-c2ccc(Cl)cc2)sc1CCNC(=O)c1ccco1	i	nt	8.2%	-15.5%	nt	nt	nt	-7.4%	nt
COc1ccc(-c2cc(=O)oc3cc(OCC(=O)N[C@@H](Cc4c[nH]c5ccccc45)C(=O)O)ccc23)cc1	i	10.3	14.8%	4.4%	0.4%	-4.1%	0.0%	0.0%	1.7%
CCCS(=O)(=O)NC(=O)C1(C)CCCN(C(=O)c2ccc(F)c(Cl)c2)C1 (configuration not stated)	i	-4.8	1.5%	6.6%	23.2%	nt	12.3%	0.0%	nt
Cc1ccc(-c2c(C(=O)N/N=C/c3ccoc3)nnn2-c2nonc2N)cc1	i	-15.3	?	-2.5%	-4.0%	-4.5%	-4.6%	-2.3%	-1.4%
O=C(CSc1nnc(NC(=O)C2CCC2)s1)Nc1ccc(N2CCOCC2)cc1	i	41.9	2.6%	0.6%	-1.9%	-8.6%	-14.9%	5.2%	-4.0%
CSc1nnc(-c2ccccc2N=Cc2c(C)[nH]n(-c3ccccc3)c2=O)c(=O)[nH]1	i	40.5	-3.6%	-6.6%	-15.2%	2.5%	-2.1%	-15.3%	2.2%
COc1ccc(C(=O)OCC(=O)Nc2cc(C)on2)c(OC)c1OC	i	12.8	-13.2%	-13.8%	16.4%	-1.3%	26.5%	5.1%	-1.6%
O=C(CSc1nnc(-c2ccc(Cl)cc2)n1-c1ccccc1)N/N=C/c1ccccc1C(=O)O	i	0.7	2.8%	nt	-0.3%	?	-24.8%	-0.2%	17.8%
COc1ccc(CNC(=O)CCSc2nc(-c3ccc4c(c3)OCO4)cc(C(F)(F)F)n2)cc1	?	-11.6	?	?	-4.9%	?	5.1%	-3.6%	20.6µM*
COc1ccc(NC(=S)NCCCCCC(=O)C[N+](=O)[O-])cc1	i	-25.9	19.9%	9.3%	-24.2%	1.7%	-27.2%	5.0%	-19.0%
Nc1ccccc1-c1nnn(CC(=O)Nc2ccc3c(c2)OCCO3)n1	i	?	0.6%	9.0%	-14.2%	2.7%	-4.4%	-0.6%	-1.1%
CC1CCc2sc(C(=O)NCC(c3ccco3)N3CCCCC3)cc2C1 (configuration not stated)	i	0.0	0.0%	-5.4%	?	?	?	-11.6%	?
Cc1nn(-c2nnc(C)c(=O)[nH]2)c(C)c1SCC(=O)Nc1ccc(F)cc1	i	-3.5	5.9%	1.2%	3.7%	-3.7%[9.22 µM]	15.5%	12.3%	-0.1%
CCSc1nnc(NC(=O)C2C3C=CC(C3)C2C(=O)O)s1 (configuration not stated)	i	-0.6	10.2%	6.8%	-5.5%	-9.0%	14.8%	1.9%	-5.9%
COc1ccc(OC)c(CN2C(=O)CSCC2(C)C(=O)Nc2c(C)cccc2C)c1 (configuration not stated)	nt	-66.5*	-14.6%	nt	2.8%	nt	2.5%	-3.3%	nt
C=CCn1cnc2scc(-c3ccc(OC)cc3)c2c1=O	i	-19.2	-6.8%	3.5%	-3.9%	3.3%	-13.3%	-5.8%	-0.3%
CCOc1ccc(NC(=O)c2ccccc2OCC(=O)c2ccc(C)cc2)cc1	i	-9.5	-15.4%	-8.7%	10.6%	14.8%	11.0%	-2.3%	?
Cn1c(C(=O)OCC(=O)NCc2ccc(F)cc2)cc2occc21	i	8.5	18.6%	-15.2%	-9.1%	-0.8%	-0.4%	3.1%	2.91µM*
CCOC(=O)N1CCN(c2ncnc3nc[nH]c23)CC1	i	0.8	3.0%	24.6%	17.6%	-21.5%	26.0%	14.5%	1.2%
CN(CCNC(=O)c1ccc(CS(=O)(=O)c2ccc(Br)cc2)o1)CCc1ccccc1	i	?	-4.6%	nt	-0.3%	-25.1%	7.3%	-3.2%	-3.4%
Cc1cccc(-c2ocnc2C(=O)Nc2ncc(C)s2)c1	i	27.5	-7.0%	nt	0.9%	nt	2.8%	1.0%	nt
COc1cccc(C(=O)N(Cc2nc(-c3cccc(C)c3)no2)C(C)C)c1OC	i	25.9	0.0%	18.8%	-11.0%	4.8%	-9.4%	-2.3%	8.5%
COc1ccc(CNC(=O)Nc2nc(C(N)Cc3ccc(F)cc3)cs2)cc1 (configuration not stated)	?	?	-2.9%	?	13µM*	nt	?	?	nt
COc1ccc2ccccc2c1CNCc1ccccn1	i	-7.8	?	38.8%[activator]	-1.0%	1.2%	7.1%	?	15.8%
CC1=C(C#N)C(NC(=O)C(C)(C)C)(C(F)(F)F)C(=O)N1 (configuration not stated)	nt	23.6	1.4%	nt	-1.1%	-6.1%	5.5%	2.2%	1.3%
O=C(O)/C=C\C(=O)Nc1ccccc1C#Cc1ccccc1	i	-62.2*	-4.2%	7.4%	-25.8%	-2.2%	-5.6%	12.0%	20.8%
CC(=O)N1c2ccccc2C(C)CC12CCCCC2 (configuration not stated)	i	-1.8	2.2%	-13.3%	0.0%	-4.6%	-2.0%	7.6%	?
CC(C)(C)c1ccc(-c2c(C#N)c(N)nc3c2CCCC3)s1	i	14.1	-5.9%	-11.1%	-4.8%	15.2%	-12.4%	1.0%	?
O=C(NCc1cccc(C(F)(F)F)c1)C1CC2Cn3c(nc4ccccc43)C2N1Cc1ccccc1 (configuration not stated)	?	-9.3	-3.4%	-18.9%	-5.1%	-4.0%	0.0%	-6.3%	7.1%
Cc1ccccc1Nc1nc(N)nc(CSCc2c(C)noc2C)n1	i	37.8	0.0%	2.0%	-0.3%	-0.5%	-1.2%	-14.5%	18.2%
O=C(NNc1c2ccccc2nc2ccccc12)c1ccc(O)cc1O	?	-50.5*	-4.0%	2.9%	?	1.8%	?	-13.7%	-16.2%
Cc1cc(=O)cc(C)n1-c1ccccc1Br	i	-7.8	-5.0%	nt	-0.6%	-0.5%	-9.8%	-1.1%	-3.6%
Cc1cc(Br)cc2c1NC(=O)C2(O)CC(=O)c1ccco1 (configuration not stated)	i	13.4	21.2%	nt	10.3%	20.1%	4.9%	1.6%	-10.2%
Cc1cc(CNC(=S)Nc2cccc(Cl)c2Cl)nn1C	i	0.0	0.0%	-0.1%	-4.1%	?	-2.6%	-2.1%	-0.4%
COc1ccc(N2CC(NC(=O)C(c3ccccc3)c3ccccc3)CC2=O)cc1OC (configuration not stated)	i	nt	-10.8%	8.9%	nt	nt	nt	-1.9%	nt
O=C(NCc1ccccc1)NC(=O)c1ccccc1	i	?	-5.5%	32.3%	5.6%	-2.6%	4.1%	1.8%	-4.6%
O=C(NCC(=O)N1CCN(c2ccccc2)CC1)c1ccc(Cl)cc1	i	-15.0	4.9%	nt	8.4%	-15.0%	0.4%	2.3%	-3.4%
